Source: PubChem (several laboratories)
sPLA2-III inh: human group III sPLA2 inhibitors, primary screen, biochemical, QFRET, BODIPY PC-A2 liposome substrate; AID 743126, 2013; Group 3 secretory phospholipase A2 (Homo sapiens), Q9NZ20; hit rate 0.56% among 370,000; inhibition, % at 12.2 µM; QFRET BODIPY PC-A2 liposome hydrolysis, fluorescence;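 active = inhibition above mean plus 3 SD of compounds lying within the high and low control bounds, cut at about 19% in these data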;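 note: 0% = median of test compound wells and 100% = no enzyme DMSO wells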
ARFGAP1 inhibitor: inhibitors of rat ARFGAP1 GAP activity, primary screen, biochemical, fluorescence polarization, GDP tracer; ADP-ribosylation factor GTPase-activating protein 1 (Rattus norvegicus), Q62848; Arfgap1-stimulated ARF1 GTP hydrolysis, GDP FP detection; inhibition, % at 16.5 µM; hit rate 0.26% among 360,000; AID 651572, 2012;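 active = inhibition above a per-plate limit, mean inhibition of low control wells plus 3 SD, cut at about 25% in these data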;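 note: 0% = DMSO wells with enzyme and 100% = wells lacking Arfgap1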
Target sequence (Q62848 1-136 limits assumed): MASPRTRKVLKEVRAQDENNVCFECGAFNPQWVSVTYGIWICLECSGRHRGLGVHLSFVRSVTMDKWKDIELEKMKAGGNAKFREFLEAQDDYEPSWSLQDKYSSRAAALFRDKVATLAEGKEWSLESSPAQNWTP
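System: truncated rat Arfgap1 GAP domain / Benchmarks: high control wells lacking Arfgap1, low control full reaction with DMSO / Times: compound-enzyme preincubation 20 min, reaction 120 min, detection 60 min, 25 °C / Repeats: one replicate per compound / Also added: human ARF1(Δ1-17)-GTP substrate / Measured by: Tracer-displacement fluorescence polarization with EDTA stop, 620/688 nm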
NR1D1 modulator: modulators of Rev-erb alpha DNA binding, primary screen, biochemical, FITC-DNA, fluorescence polarization, uHTS; Nuclear receptor subfamily 1 group D member 1 (Homo sapiens), P20393; Rev-erbα–FITC-DNA binding, 90 min; activity, % at 10 µM; hit rate 0.79% among 370,000; AID 1259318, 2017;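 active = activity above about 14%, limit read from the data; passing the limit was not always enough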;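 note: 0% = DMSO wells with 35 nM protein and 100% = DMSO wells with 750 nM protein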
DDE Tn7 FP inh: inhibitors of Tn7 peptide binding to fibrin DD(E), primary screen, biochemical, fluorescence polarization, human fibrin, Tn7 probe. Fibrinogen beta chain (Homo sapiens), P02675. FP displacement of FITC-Tn7 peptide from fibrin DD(E); 0% = median of compound wells per plate. inhibition, % at 8.3 µM. hit rate 0.13% among 370,000;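 active = inhibition above the mean of compounds falling within the control limits plus 3 SD of them, cut at about 14% in these data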;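 note: 0% = plate median of compound wells and 100% = 10 µM Aha-Tn7 peptide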
Target sequence (P02675 whole entry, looked up): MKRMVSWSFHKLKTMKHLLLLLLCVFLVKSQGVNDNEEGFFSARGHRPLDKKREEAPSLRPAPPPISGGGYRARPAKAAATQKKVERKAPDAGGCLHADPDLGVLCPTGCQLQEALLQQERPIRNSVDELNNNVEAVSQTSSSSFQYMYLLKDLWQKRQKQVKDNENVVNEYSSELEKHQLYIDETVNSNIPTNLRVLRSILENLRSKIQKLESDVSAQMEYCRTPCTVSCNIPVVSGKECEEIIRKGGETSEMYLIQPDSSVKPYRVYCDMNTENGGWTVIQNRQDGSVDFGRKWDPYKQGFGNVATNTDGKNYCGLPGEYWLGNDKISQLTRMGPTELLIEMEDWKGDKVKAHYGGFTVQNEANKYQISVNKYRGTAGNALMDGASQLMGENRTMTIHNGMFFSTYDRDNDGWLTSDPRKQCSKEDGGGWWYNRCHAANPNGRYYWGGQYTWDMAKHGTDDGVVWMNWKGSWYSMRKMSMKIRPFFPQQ
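Assay system: human fibrin DD(E) protein / Input: 2 µM fibrin DD(E) / Benchmarks: high control of 10 µM Aha-Tn7 peptide / Measured by: fluorescence polarization of the labelled Tn7 tracer / Medium: Tris buffer with calcium and detergent, pH 7.8 / Timing: 10 min compound pre-incubation, 3 h probe incubation at room temperature / Repeats: one replicate per compound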
KLK7 zymogen act: proKLK7 zymogen activators, primary screen, biochemical, fluorescence intensity; Kallikrein-7 (Homo sapiens), P49862; purified proKLK7, EDANS-DABCYL substrate fluorescence; 100% is mature enzyme control, 0% vehicle; activation, % at 7 µM; hit rate 0.9% among 370,000; AID 652039, 2013;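 active = activation above the mean of all tested compounds plus 3 SD, computed per campaign excluding outliers beyond control limits, cut at about 13% in these data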
DDE Tn6 FP inh: inhibitors of Tn6 peptide binding to fibrin DD(E), primary screen, biochemical, fluorescence polarization, human fibrin, Tn6 probe; Fibrinogen beta chain (Homo sapiens), P02675; Fibrin DD(E) TRITC-Tn6 fluorescence polarization displacement; inhibition, % at 8.3 µM; hit rate 0.21% among 370,000; AID 720509, 2013;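 active = inhibition above a per-campaign cutoff: mean of compounds within control limits plus 3 SD, cut at about 15% in these data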;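 note: 0% = median of all compound wells on the plate and 100% = blocking peptide control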
PLC-gamma1 inh: PLC-gamma1 enzyme inhibitors, primary screen, biochemical, fluorescence, purified enzyme. 1-phosphatidylinositol 4,5-bisphosphate phosphodiesterase gamma-1 (Homo sapiens), P19174. fluorogenic substrate. inhibition, % at 12.2 µM. hit rate 0.84% among 370,000. AID 720700, 2013; in the data active = inhibition above about 9.5%
ASAP1 inh: inhibitors of human ASAP1 ArfGAP activity, primary screen, biochemical, fluorescence polarization; hit rate 0.19% among 360,000; Arf-GAP with SH3 domain, ANK repeat and PH domain-containing protein 1 (Homo sapiens), …; ASAP1-stimulated ARF1 GTP hydrolysis, GDP FP detection; inhibition, % at 16.5 µM; in the data active = inhibition above about 25%;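 note: 0% = vehicle with enzyme and substrate and 100% = no enzyme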
Target sequence (Q9ULH1 325-724 limits assumed): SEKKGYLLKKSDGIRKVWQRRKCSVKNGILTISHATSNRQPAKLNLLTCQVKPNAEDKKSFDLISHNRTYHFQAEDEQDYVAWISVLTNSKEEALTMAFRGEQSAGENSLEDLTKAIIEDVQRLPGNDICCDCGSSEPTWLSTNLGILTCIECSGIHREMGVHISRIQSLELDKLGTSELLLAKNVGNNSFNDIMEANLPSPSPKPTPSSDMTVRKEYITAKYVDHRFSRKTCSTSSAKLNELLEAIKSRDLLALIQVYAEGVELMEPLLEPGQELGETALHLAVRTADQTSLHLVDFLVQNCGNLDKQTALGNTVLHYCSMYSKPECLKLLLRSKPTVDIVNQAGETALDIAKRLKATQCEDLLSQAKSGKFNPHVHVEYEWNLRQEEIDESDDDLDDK
PLC-beta3 inh: human PLC-beta3 inhibitors, primary screen, biochemical, fluorescence | 1-phosphatidylinositol 4,5-bisphosphate phosphodiesterase beta-3 (Homo sapiens), Q01970 | Purified PLC-beta3, fluorogenic substrate | inhibition, % at 12.2 µM | hit rate 0.18% among 370,000 | AID 720704, 2013; in the data active = inhibition above about 11%;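 note: 0% = median of compound wells on plate and 100% = full blocker control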
UHRF1 MBD2 ctr: UHRF1 methylated DNA binding inhibitors, primary screen, counter-screen for MBD2 inhibitor project, biochemical, TR-FRET, human UHRF1, single concentration; inhibition, % at 4.4 µM; hit rate 0.75% among 370,000; E3 ubiquitin-protein ligase UHRF1 (Homo sapiens), Q96T88; UHRF1 binding to methylated oligo; in the data active = inhibition above about 21%;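 note: UHRF1 SRA domain binding a hemimethylated CpG hairpin DNA probe; 0% = median of test compound wells and 100% = reference inhibitor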
* hit, by the source's call; x = no result given.

Results follow in this order: sPLA2-III inh, ARFGAP1 inhibitor, NR1D1 modulator, DDE Tn7 FP inh, KLK7 zymogen act, DDE Tn6 FP inh, PLC-gamma1 inh, ASAP1 inh, PLC-beta3 inh, UHRF1 MBD2 ctr
- O=C(O)C1C2C=CC(C2)C1C(=O)Nc1cccc(C(=O)N2CCCCC2)c1 (stereo unspecified)
→ 5, -5, x, 8, -0.1, 4, -1, -20, 2, -5
- Cc1ccc2cc(C=O)c(N(C)C)nc2c1
→ 1, -7, 2, -1, 7.3, 6, -115, -2, -110, -3
- NC(=O)NC(=O)CSc1nc2cc([N+](=O)[O-])ccc2n1-c1cccc(C(F)(F)F)c1
→ -14, 5, 4, 2, -0.8, -8, -2, 5, -1, -2
- Cc1cc(C)n(S(=O)(=O)c2ccc3oc(=O)ccc3c2)n1
→ 13, -2, 4, 6, 0.2, -1, -3, 6, -11, 2
- O=C(NCc1ccccc1)c1cc(=O)c2ccccc2o1
→ -1, 7, 5, -2, -0.4, -2, 3, 2, 0, 2
- CN1CCN(C2=NC(=O)/C(=C/c3cn[nH]c3-c3ccccc3)S2)CC1
→ -8, 6, -1, -5, -0.3, 0, -1, -10, -7, -3
- CC(C)(C)c1nnc2sc(SCC(=O)N3CCc4ccccc43)nn2c1=O
→ -8, -1, 1, 7, 0.0, 6, 1, -5, -1, 1
- CCC(c1nnc(SCC(=O)Nc2ccc(C(=O)Nc3ccccc3OC)cc2)o1)N(C)C (stereo unspecified)
→ -5, -10, 1, 0, -0.8, -4, -4, -8, -3, -3
- CCOc1ccccc1C(=O)NC1CC2CCCC(C1)N2Cc1ccc(C)cc1 (stereo unspecified)
→ 2, 5, 2, 2, -0.1, -4, 0, 9, -3, 2
- O=C(CS(=O)(=O)c1ccccc1)CS(=O)(=O)c1ccccc1
→ -26, 6, -2, 3, 0.4, 4, -12, -11, -18, 0

Next part (2 carried over from the part before).
Results follow in this order: sPLA2-III inh, ARFGAP1 inhibitor, NR1D1 modulator, DDE Tn7 FP inh, KLK7 zymogen act, DDE Tn6 FP inh, PLC-gamma1 inh, ASAP1 inh, PLC-beta3 inh, UHRF1 MBD2 ctr
- CCOc1ccccc1C(=O)NC1CC2CCCC(C1)N2Cc1ccc(C)cc1 (stereo unspecified)
→ 2, 5, 2, 2, -0.1, -4, 0, 9, -3, 2
- O=C(CS(=O)(=O)c1ccccc1)CS(=O)(=O)c1ccccc1
→ -26, 6, -2, 3, 0.4, 4, -12, -11, -18, 0
- COc1c(C(=O)Nc2ccc3[nH]c(=O)[nH]c3c2)cc2ccccc2c1Br
→ -1, 8, -8, 1, -4.6, 2, -128, -2, -102, -1
- COC(=O)CSc1nnc(-c2ccoc2C)n1-c1ccc(OC)cc1
→ -1, -1, -9, -3, -0.5, 2, 1, 15, 4, 0
- Cc1ccc(S(=O)(=O)NCc2ccccc2Br)cc1
→ 0, 2, 3, 5, 0.4, -7, -2, 15, 0, 2
- COc1ccc(N(CC(=O)NCCSc2ccccn2)S(=O)(=O)c2ccccc2)c(OC)c1
→ -4, -1, 4, 6, -0.5, -7, -1, 3, -5, -1
- O=C(CCc1nc2ccccc2s1)NCc1ccccc1F
→ -2, 0, 2, 0, 0.2, 3, -4, -6, -3, -2
- CN1CCN(C(=O)CN(c2cccc(Cl)c2)S(=O)(=O)c2ccccc2)CC1
→ 0, 4, 0, -6, 0.6, -5, 0, -5, 3, 1
- Cc1n[nH]c(=O)c2c(NC(=O)CSc3nnc(-c4ccco4)n3C)oc(C)c12
→ -1, -6, 1, 5, 0.4, 3, 0, -2, -6, 1
- CC(C)c1ccc(S(=O)(=O)Nc2ccc(N3CCOCC3)cc2)cc1
→ -10, 9, -1, -4, 0.1, -7, -1, 9, -4, -1
- Cn1cc(C(=O)c2ccc(Cl)cc2)cc1-c1nc2ccccc2n1C
→ -8, 4, -2, 2, 1.0, -3, -31, 6, -43, -2
- COc1ccc(NC(=O)CSc2n[nH]c(C)c2[N+](=O)[O-])cc1
→ -1, -8, 6, -1, 0.1, -10, 2, 4, -5, 7
- O=C(NC1CCN(C(=O)Nc2cccc(Cl)c2)CC1)c1ccccc1
→ 1, -5, 2, -1, 0.9, -2, 1, 11, -1, 5
- Cc1cc(C)n(-c2nc3ccccc3n3nnnc23)n1
→ 6, -16, 3, 7, 0.4, 6, 2, -13, 0, -3
- CC(=O)N1CCN(c2ccccc2NC(=O)COc2cc(C)cc(C)c2)CC1
→ 2, 0, -3, 6, 0.2, -2, 7, -4, 3, 3
- CCOc1ccc(NC(=O)CSc2nc3ccccc3nc2N2CC(C)OC(C)C2)cc1 (stereo unspecified)
→ 6, -3, 10, -4, 0.3, 5, 0, 0, 1, 0
- CCOC1=C2CN(S(=O)(=O)c3ccc(C)cc3)[C@H](c3ccccc3)C[C@H]2[C@H]2C(=O)N(c3ccccc3)C(=O)[C@H]2C1
→ 2, 0, 4, -18, 0.3, -9, 4, 21, 1, 1
- COc1ccccc1/C=C/C(=O)OC(C)CN1CCCCC1 (stereo unspecified)
→ 7, -8, -7, 4, -2.7, -2, -42, 4, -64, 1
- COc1cc(NC(=O)c2ccc3c(c2)C(=O)N(CCC(C)C)C3=O)c(C(=O)O)cc1OC
→ 2, -2, -5, 3, -0.6, -5, 3, 11, -6, -2
- Cc1ccc(S(=O)(=O)N2[C@@H](c3cccc(Cl)c3)C(C(=O)OC(C)(C)C)=CC[C@H]2c2ccc(C(C)C)cc2)cc1
→ 7, 9, 3, -5, 0.0, -5, 1, 2, 1, -1
- CC(C)N1CC2=C(OC(N)=C(C#N)C2c2cccnc2)/C(=C/c2cccnc2)C1 (stereo unspecified)
→ 5, -4, -3, -1, 0.6, -3, -10, -5, -21, 3
- CC(C)(C)NC(=O)C(c1ccnc2ccccc12)n1c(=O)c(-c2ccccc2)nc2ccccc21 (stereo unspecified)
→ 4, 9, 4, -2, 0.5, -2, -3, -8, -2, 0
- CCc1n[nH]c(=S)n1/N=C/c1ccc(-c2ccc(Br)cc2)o1
→ 2, 8, -4, 5, -0.5, -1, 1, -16, -8, -1
- CC[C@@]1(c2ccc(C)cc2)C(=O)N(C(=O)OC)N1C(=O)OC
→ 10, x, -4, 4, -0.3, 10, 2, x, 2, 5
- C/C(=N\N1CCN(Cc2ccccc2Cl)CC1)c1ccc([N+](=O)[O-])cc1
→ 13, 11, -5, -2, 0.5, -4, 1, 10, -10, 8
- COc1ccc(OCc2nc(-c3ccc(F)c(F)c3)cs2)cc1
→ -3, 2, 1, -5, 0.3, -7, 0, 3, -5, 1
- O=C(Cc1ccccc1)Nc1ccc(NC(=S)NC(=O)c2ccccc2)cc1
→ 2, 6, -9, 2, 0.1, 12, -1, -7, 0, -1
- COc1cc(NC(=O)c2cccc(C)c2)c(OC)cc1NC(=O)CN1CCOCC1
→ 0, 1, -1, -5, 0.4, -2, -10, 6, -11, 0
- CCC(=O)N1CCC2(CC1)Oc1ccc(Cl)cc1C(=O)C21CC(c2ccc(Cl)cc2)=NO1 (stereo unspecified)
→ -10, 4, 0, -1, 0.1, -3, 3, 7, 3, -1
- CC(C)C[C@@H](CO)NS(=O)(=O)c1cc(Cl)ccc1F
→ 9, -8, -1, 0, -1.1, 0, 1, -6, 6, 3
- CN(C)c1cccc(C(=O)NNC(=O)/C=C/c2cccs2)c1
→ 6, -2, 1, 0, -1.1, 2, 0, -8, -10, 2
- CC1(C(=O)NC2CCCCCC2)CCC(=O)N1Cc1ccc2c(c1)OCO2 (stereo unspecified)
→ 1, -4, 0, 4, 0.0, 2, -16, -4, 2, 0
- CCC(C(=O)Nc1c(C)cccc1C)n1c(-c2cnc(C)cn2)nc2ccccc21 (stereo unspecified)
→ 8, -5, -2, -2, 0.7, -6, -14, 7, -24, 2
- COc1cccc(N2CCN(S(=O)(=O)c3ccc(-c4coc(C)n4)cc3)CC2)c1
→ -9, 7, 1, 4, -0.4, -5, 1, 4, -7, 1
- CCC(=O)N/N=C(\C)CC(=O)Nc1ccc(F)cc1
→ -5, -8, -2, -3, 0.0, -6, -2, 4, -6, 0
- O=C(N/N=C/c1cccnc1)c1cccc(NC(=O)c2ccccc2Cl)c1
→ -1, -3, 5, -1, 0.0, -1, 0, 3, -41, -2
- COc1cc(S(=O)(=O)N2CCOCC2)ccc1NC(=O)COC(=O)C12CC3CC(CC(C3)C1)C2
→ -6, 8, -4, 3, -0.1, 7, 2, -8, 4, 0
- Cn1c(SCC(=O)NC(=O)Nc2ccccc2)nnc1-c1ccncc1
→ -5, 4, 0, -7, -0.1, 0, -2, 8, -5, 1
- CC1CN(C(=O)COC(=O)COc2ccc(C#N)cc2)CC(C)O1 (stereo unspecified)
→ 6, 7, -2, 0, -0.4, 8, -2, 11, -3, -1
- CCCc1cc(C(=O)NNC(=S)NC2CCCCC2)cs1
→ 2, -10, 1, 0, 0.1, -8, 0, -20, -9, -2
- C=CCn1c(SCC(=O)Nc2c(C)n(C)n(-c3ccccc3)c2=O)nc2sc(C)c(-c3ccccc3)c2c1=O
→ 3, 6, -1, -3, 0.8, 0, 0, 11, 0, 1
